# Screening data deposited in PubChem by several laboratories.
# P. falciparum M17LAP = P. falciparum M17LAP inhibitors, primary screen, biochemical, fluorogenic H-Leu-NHMec substrate, 1536-well (AID 1619). recombinant M17LAP, H-Leu-NHMec fluorogenic kinetic assay; higher % means a stronger effect. inhibition, % at 30 µM, or IC50 in µM where a hit was titrated. hit rate 0.38% among 220,000;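 active means compound inhibiting the enzyme by more than half at any dose during confirmatory dose-response retesting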;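 further: plate controls were full reaction with DMSO carrier for no effect and no enzyme background for full effect; strong numbers were not always called active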
# ER stress rescue = rescue of cells from ER stress-induced death, primary screen, 384-well, CSM14.1, thapsigargin, ATP luminescence (AID 1222); CSM14.1 thapsigargin-induced death rescue, ATP luminescence; higher % means a stronger effect; cellular ATP content (survival), % at 20 µM; hits with a dose series show EC50 in µM; 190,000 tested, under 10 active;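 active means EC50 below 50 µM in the dose-response confirmation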;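 further: death triggered by thapsigargin at about 15 µM added after 2 h compound pretreatment; cell ATP read after overnight thapsigargin exposure of roughly 18 to 22 hours; normalized against plate controls of thapsigargin alone and 5% DMSO vehicle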
# M1AAP inhibition = P. falciparum M1AAP inhibitors, biochemical, fluorogenic H-Leu-NHMec substrate, 1536-well (AID 1445). inhibition, % at 30 µM, or IC50 in µM where a hit was titrated. recombinant M1AAP, H-Leu-NHMec fluorogenic kinetic assay; higher % means a stronger effect. hit rate 0.42% among 220,000;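 active means primary inhibition above the hit cutoff, then over 50% inhibition at one or more dose response concentrations, cut at about 23% in these data, passing the limit was not always enough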;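 further: plate controls were DMSO full reaction for no effect and no enzyme background for full effect; strong numbers were not always called active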
# Dynein transport = dynein cargo transport inhibition; 3617.4 mouse cells, GR-EGFP nuclear translocation imaging; test concentration mostly 20 µM; stimulated with dexamethasone, 1 µM; stronger effect = lower value; z-score, hits read low; hit rate 0.47% among 220,000;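 active means plate z-score of nuclear minus cytoplasmic receptor signal below a set negative limit, without overly bright fluorescence or cell loss, cut at about -3.5 in these data, passing the limit was not always enough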;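 further: z-score of nuclear minus cytoplasmic ring GR-EGFP intensity difference per well; some compounds called inactive have numbers as strong as hits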
#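 Schedule: 48 h induction, then 1 h compound, then 30 min agonist, 37 °C. Buffer or medium: tetracycline-free induction medium containing charcoal-stripped FBS. Reagent: 1.0 µM final dexamethasone stimulus. Evaluation: nuclear versus cytoplasmic GR-EGFP signal, averaged per well. Signal: high-content fluorescence imaging after fixation.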
# Autophagy HCS = autophagy modulation, high-content screen | MEF GFP-LC3 puncta imaging; test concentration mostly 10 µM | calls only at 10 µM (by protocol) | hit rate 0.98% among 190,000 | AID 463193;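 active means percentage of spot-positive cells more than 3 SD above its plate mean, without a fluorescence outlier flag or 80% toxicity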;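 further: spot-positive cell cutoff set from DMSO-treated cells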
# MT stabilize HCS = microtubule stabilization, imaging screen; HeLa tubulin immunostaining HCS, 24 h; share of cells brighter than vehicle mean+2SD; % tubulin-high responders, % at 10 µM; hit rate 0.83% among 200,000; AID 2205;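 active means plate Z-score above 3 for both tubulin-high and condensed-nucleus cell shares, with cell loss under 80%, at 10 µM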;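 further: anti alpha tubulin signal scored within the nucleus-defined area of each cell; some results filed as inactive read as strong as hits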
# UTI89 phage lysis = inhibition of K1F phage lysis, E. coli UTI89, bacterial capsule biogenesis inhibitors, alamar blue (AID 488966); inhibition, % at 100 µM; hits with a dose series show IC50 in µM; hit rate 0.02% among 340,000; E. coli UTI89 K1F phage lysis, alamar blue, 2 h; higher % means a stronger effect;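 active means phage lysis inhibition, versus mean bacterial control, above a set limit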;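 further: capsule biogenesis inhibitors block K1F phage lysis so surviving cells raise fluorescence; higher fluorescence means more inhibition of phage lysis; actives were called in the ten point dose series up to 300 µM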
# Insulin prom up = MIN6 insulin promoter up-regulation; hit rate 0.3% among 190,000; z-score at 5 µM; MIN6 insulin promoter-GFP reporter, high-content imaging; stronger effect = higher value; AID 1625;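 active means z-score above 3 at 5 µM with at least 500 cells counted in the well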
# b-catenin transl = beta-catenin nuclear translocation modulation; HeLa beta-catenin nuclear translocation, immunofluorescence imaging; hit rate 0.3% among 190,000; AID 1665; nuclear translocation activity, % at 5 µM;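 active means nuclear translocation activity above 50% at 5 µM, with a well cell count of 50 or more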;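 further: per-cell ratio of nuclear to cytoplasmic median beta-catenin stain intensity; plate controls were DMSO negative control for no effect and GSK-3 inhibitor IX positive control for full effect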
#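 test system = HeLa cells, endogenous beta-catenin | dosing = single 5 µM dose plus 0.02–20 µM confirmation series | times = compound treatment 24 h, 37°C, 5% CO2 | technique = beta-catenin immunofluorescence imaging with DAPI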
# Dynein transport cytoplasmic EGFP = also measured in Dynein transport; calls as there; z-score; measured here: cytoplasmic GR-EGFP intensity; stronger effect = higher value
# Dynein transport nuclear GR-EGFP = further read-out of Dynein transport, marked with its call; z-score; measured here: nuclear GR-EGFP intensity;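 lower value marks the stronger effect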
# Dynein transport cell count = recorded beside Dynein transport, whose call it bears; z-score; measured here: cell count per field
# Insulin prom up cell count = further read-out of Insulin prom up, marked with its call; cell count; measured here: cytotoxicity, nuclei count;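 total cells summed across four imaged fields per well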
# b-catenin transl cell count 5 µM = second read-out of b-catenin transl, no call of its own (marks repeat the call); cell count; measured here: cell count, cytotoxicity flag
# MT stabilize HCS Hoechst-high % = recorded beside MT stabilize HCS, whose call it bears; % Hoechst-high responders; measured here: nuclear condensation Hoechst responders;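 share of cells brighter than vehicle mean plus two SD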
# MT stabilize HCS cytotoxicity % = recorded beside MT stabilize HCS, whose call it bears; toxicity, %; measured here: cytotoxicity by cell density;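 0% = mean cell density of plate MIN control wells and 100% = no cells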
# Autophagy HCS cell loss 18 h = second read-out of Autophagy HCS, no call of its own (marks repeat the call); toxicity, %; measured here: cell loss, nuclei count;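 cell loss after 18 h compound exposure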
# Numbers without * were called inactive; i = inactive; . = no result given; [ ] = remark or other dose.
SMILES,P. falciparum M17LAP,ER stress rescue,M1AAP inhibition,Dynein transport,Dynein transport cytoplasmic EGFP,Dynein transport nuclear GR-EGFP,Dynein transport cell count,Autophagy HCS,Autophagy HCS cell loss 18 h,MT stabilize HCS,MT stabilize HCS Hoechst-high %,MT stabilize HCS cytotoxicity %,UTI89 phage lysis,Insulin prom up,Insulin prom up cell count,b-catenin transl,b-catenin transl cell count 5 µM
O=C(NCCC1=CCCCC1)C(=O)NCC1OCCCN1S(=O)(=O)c1cc(F)ccc1F (stereo unspecified),3%,.,8%,-0.88,-0.15,-0.35,-0.048,i,-9,2.8,1.9,7.3,0.1%,-0.32,869,0.1,1096
Clc1cccc(NCc2nnc(SCc3ccccc3Cl)o2)c1,4%,-4.2%,3%,0.62,-0.18,0.79,-0.36,i,-1,1.7,1.8,4.3,0.4%,-0.11,971,-5.1,1246
N#Cc1c(N)n(-c2cccc(C(=O)O)c2)c2nc3ccccc3nc12,-125%,.,13%,0.71,-0.22,0.43,0.084,.,.,.,.,.,0.3%,1.1,1356,0.3,1267
Cc1ccc(C2=Nc3cccnc3C(c3ccccc3)=NN2)cc1,0%,0.7%,1%,-0.6,-0.3,-0.27,0.079,i,-1,3.1,2.3,3.7,-0.1%,-0.51,1187,3.1,1071
CCc1cc(C)cc(OCCNC(=O)c2ncn[nH]2)c1,7%,.,3%,-0.48,-0.23,0.075,0.27,i,-3,4.3,1.8,6.0,2.0%,-0.11,1295,1.2,1039
Cc1cccc(C(=O)Nc2ccc(N3CCN(S(C)(=O)=O)CC3)cc2)c1,-4%,1.1%,6%,-0.21,-0.39,-0.66,0.77,i,11,4.0,1.9,9.7,0.0%,0.29,1511,-1.2,1417
Cc1ccc(NC(=O)CS(=O)(=O)c2cn(CC(=O)N3CCOCC3)c3ccccc23)cc1,0%,-0.4%,9%,-0.68,0.24,-0.33,0.78,i,6,1.3,1.4,2.3,-0.3%,2,1319,-1.4,1076
COc1ccccc1CNC(=O)C1Cc2ccccc2C(=O)O1 (stereo unspecified),-8%,0.5%,3%,-1,-0.2,-0.71,0.37,i,40,1.4,2.4,1.3,0.0%,.,.,-0.1,1610
Cc1noc(C)c1CSc1nnc(C)c(=O)[nH]1,-4%,-0.6%,-7%,0.13,-0.27,-0.63,0.7,i,-7,2.4,1.3,4.6,1.5%,0.25,1269,-2.0,1108
Cc1ccc(S(=O)(=O)N2CCN(C3CCN(Cc4ccccc4)CC3)CC2)cc1,1%,0.8%,-3%,-0.68,-0.19,-0.085,0.86,i,19,5.0,2.8,9.9,2.5%,-0.69,1234,-5.6,1015
CC(C(=O)NCCS(=O)(=O)c1ccc(Cl)cc1)S(=O)(=O)c1ccc(Cl)cc1 (stereo unspecified),11%,-1.1%,-1%,-0.012,-0.086,-0.069,0.17,i,3,2.0,1.8,4.2,-3.1%,-1.1,1283,1.1,1163
CCOc1cc(C(=O)NCCN2CCOCC2)cc(OCC)c1OCC,-13%,0.6%,-2%,0.43,-0.26,-0.49,1.6,i,-3,3.4,1.2,4.0,-0.1%,0.17,1162,-2.6,1273
CCOC(=O)/C=C1\SCC(=O)N1CCOc1cccc(Br)c1,-12%,0.2%,3%,0.91,-0.19,0.91,0.092,i,-3,1.8,1.4,2.0,-8.7%,0.1,924,-0.8,1203
CN1CCN(CCCNC(=O)CCCOc2cc(=O)n(C)c3ccccc23)CC1,-6%,-2.0%,2%,0.28,-0.2,-0.047,0.55,i,-4,1.7,1.5,4.8,0.3%,0.27,1553,1.9,1322
O=C(Nc1nnc(Cc2ccccc2)s1)c1cccs1,-2%,0.8%,-7%,1.1,-0.26,0.24,-0.66,i,18,3.8,0.6,6.4,0.9%,-0.34,1400,-6.3,1049
Cc1cccc(Nc2ccncc2S(=O)(=O)NC(=O)NC(C)C)c1,-2%,-1.2%,-3%,.,.,.,.,.,.,.,.,.,5.1%,0.27,1428,2.0,1042
CCOC(=O)C(=O)NNc1cccc(C)c1C,-16%,-2.0%,2%,0.11,0.64,0.4,0.21,i,3,1.6,2.8,8.7,3.6%,0.07,1289,-0.5,560
Cc1ccccc1NC(=O)CN1CCC(n2nnc3ccccc32)CC1,29%,-2.8%,5%,-0.87,-0.16,-0.25,0.41,i,7,2.6,2.3,6.3,0.5%,0.61,1641,-2.1,1400
COCCCNC(=O)Cc1coc2ccc3ccccc3c12,-1%,.,5%,-0.35,-0.22,-0.18,0.077,i,-19,2.8,2.7,6.3,0.2%,-0.45,1292,1.1,1140
O=C(NC(=S)Nc1ccc2c(c1)OCCO2)c1cccc(Br)c1,-4%,-2.1%,2%,-0.35,-0.24,-0.11,1.1,i,3,4.8,1.3,1.6,5.6%,0.4,1115,.,.
C=CCN1CCN(C(c2cc(OC)ccc2OC)c2nnnn2CC2CCCO2)CC1 (stereo unspecified),11%,-1.2%,9%,0.28,-0.2,0.39,-1.2,i,-12,7.1,4.0,8.0,0.2%,0.64,988,-5.7,992
C=CCn1c(SCc2ccccc2Cl)nnc1-c1sc2nc(C)cc(C)c2c1N,-6%,.,7%,0.83,-0.22,0.37,-0.78,.,.,.,.,.,0.5%,-0.4,1110,0.6,1204
Cc1ccc(CN2CCN(/N=C/c3cccs3)CC2)cc1,6%,0.6%,1%,-0.021,-0.32,-0.34,0.65,i,-8,1.8,1.8,6.3,5.3%,0.04,1377,-1.4,532
Cc1ccc(CN=C2NC(=O)C(CC(=O)NCCc3ccccc3)S2)cc1 (stereo unspecified),-11%,0.7%,2%,-0.69,-0.2,-0.27,0.45,i,-12,2.3,2.9,7.3,0.1%,-0.32,1431,-1.3,1089
C=CCn1c(Cc2ccc(OC)cc2)nnc1SCC(=O)NCCc1ccccc1,1%,-1.1%,4%,-1.7,-0.2,-0.72,0.51,i,-2,2.4,1.9,7.3,3.0%,-0.08,1540,1.3,1388
Cc1[nH]n(-c2ccccc2)c(=O)c1C1(C(F)(F)F)C(=O)N(c2ccc(F)cc2)C2=C1C(=O)CC(C)(C)C2 (stereo unspecified),5%,6.1%,16%,-0.37,-0.17,-0.039,0.19,i,34,1.4,1.7,8.9,1.0%,-0.07,848,-0.6,1056
Cn1cnc([N+](=O)[O-])c1Oc1cccc2ccccc12,-6%,-2.4%,10%,-3.5,0.94,-2.1,0.83,i,-4,2.4,3.4,2.0,-0.8%,-0.24,1088,-0.9,541
CC(=O)Nc1ccc(SCC(=O)c2cc(C)n(-c3ccccc3F)c2C)cc1,8%,-3.4%,9%,-0.91,-0.33,-0.75,0.78,i,7,0.9,3.9,7.2,-0.2%[50 µM],-0.86,1364,.,.
Cc1cc(NC(=O)COC(=O)C2CCCN2C(=O)c2cccs2)no1 (stereo unspecified),-2%,2.3%,-2%,0.65,-0.19,0.44,-0.37,i,40,1.8,2.8,11,1.0%,-0.39,1122,-7.7,1241
CCOc1ncccc1C(=O)OCc1cc(=O)oc2c(C)c(C)ccc12,-5%,1.1%,9%,-0.46,-0.16,0.26,0.19,i,-50,4.1,2.5,5.3,0.3%,-1,847,-8.0,1076

# Quoted from the listing.
# Cc1ccc(CN=C2NC(=O)C(CC(=O)NCCc3ccccc3)S2)cc1 (stereo unspecified) – MT stabilize HCS Hoechst-high % = 2.9
# Cn1cnc([N+](=O)[O-])c1Oc1cccc2ccccc12 – MT stabilize HCS Hoechst-high % = 3.4

# (next part)
SMILES,P. falciparum M17LAP,ER stress rescue,M1AAP inhibition,Dynein transport,Dynein transport cytoplasmic EGFP,Dynein transport nuclear GR-EGFP,Dynein transport cell count,Autophagy HCS,Autophagy HCS cell loss 18 h,MT stabilize HCS,MT stabilize HCS Hoechst-high %,MT stabilize HCS cytotoxicity %,UTI89 phage lysis,Insulin prom up,Insulin prom up cell count,b-catenin transl,b-catenin transl cell count 5 µM
COC(=O)C1CCN(C(=O)c2cc3ccccc3oc2=O)CC1,4%,-3.7%,3%,0.87,-0.019,0.5,-1.6,i,6,0.7,1.0,6.0,-1.7%,0.25,1018,-1.8,1152
COc1ccc(NC(=O)NC(=O)c2cc(OCC(F)(F)F)ccc2OCC(F)(F)F)cc1,4%,.,4%,-0.059,-0.29,-0.27,1.3,.,.,.,.,.,-0.2%,-1.8,1296,-0.8,1083
Cc1cc(C)c2nc3c(c(C(=O)O)c2c1)CCC3,-4%,-0.8%,1%,-0.64,-0.21,0.11,0.78,i,12,5.1,2.1,2.1,1.0%,1.9,1064,2.9,1152
Cc1ccc2c(c1)N(CC(=O)OCC(=O)NCc1ccccc1)C(=O)CO2,9%,-0.9%,2%,-0.1,-0.26,0.15,1.4,i,12,1.5,0.8,3.6,0.0%,0.04,1459,0.3,1108
CC1C(C#N)=C(SCC(N)=O)NC2=C1C(=O)CC(C)(C)C2 (stereo unspecified),-2%,-0.5%,0%,-0.83,-0.27,-0.31,0.78,i,14,4.3,2.3,5.6,0.5%,0.88,1157,-1.8,1122
CCCCn1c(Cc2ccccc2)nnc1SCC(=O)Nc1cc(C)on1,8%,20%,5%,-1.1,-0.24,-1.1,2.1,i,5,3.3,2.1,6.3,-0.5%,.,.,-7.1,356
COc1ccc(F)cc1CN1CCN(c2ncnc3scc(-c4ccccc4)c23)CC1,0%,.,-1%,-0.72,-0.21,-0.46,1.1,.,.,.,.,.,.,-0.05,1453,-0.8,1131
